Source: PubChem
KDM5B inh = KDM5B demethylase inhibition. actives 2.6% (n = 220,000). Potency, µM (top dose mostly 57.7 µM), for inactives: at the highest dose activity change, negative = inhibition, hits mostly inhibitors. KDM5B demethylase, FDH-coupled NADH fluorescence (FDH is formaldehyde dehydrogenase); active = well fitted inhibition curve with a large enough effect; inconclusive = small, poorly fitted or top-dose-only effect; inactive = no such curve, though single readings can be large or run the other way; also: 0% is about no effect; nearly all actives have a fitted effect of over 70% in size
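Here, H3K4me3 peptide (12.5 µM in substrate mix) is demethylated by KDM5BΔAP, 200 nM final, after 10 min compound exposure. Formaldehyde product is coupled through FDH (0.25 U/mL in mix) to NADH fluorescence; 30-min ΔRFU feeds dose-response curves.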
The depositor's hits bear a star; i = inactive; ? = inconclusive; & = joins results of further samples; [ ] = remark or other dose. Potency is read from the fitted curve at half-maximal effect.

KDM5B inh	molecule
-5.6%	CNC(=O)NC(=O)CCN(Cc1ccc(C#N)cc1)C(C)C
-1.5%	CCC(Sc1nc2nccnc2c(=O)n1Cc1ccc(C)cc1)C(=O)NC1CCCCC1 (configuration not stated)
-4.7%	CCc1nncn1C1CCN(S(=O)(=O)c2cccc(F)c2)CC1
-10.7%	O=C(Nc1cccc(-c2nc3ccccc3o2)c1)c1cccc2c(Cl)cccc12
14.8%	Cc1ccc(OCCN(C)C(=O)NCc2ccccc2)cc1
5.7%[115 µM]	Cc1ccc(-c2cccc(CN3CC4CCC(C3)N4c3ccc(C(F)(F)F)cc3)c2)c(C)c1
-12.2%	CCOC(=O)N1CCC(NC(=O)c2c(C)nn(-c3cccc(C)c3)c2-n2cccc2)CC1
3.3%[149 µM]	CC(=O)N1CC2(CCN(C3CCCCC3)C2)Cc2ccccc21 (configuration not stated)

(more compounds)
KDM5B inh	molecule
2.0%	Cc1ccc(S(=O)(=O)N(C)C(C)c2cc3ccccc3o2)cc1 (configuration not stated)
-11.7%	CCCNC(=O)NC(=O)CN(C)c1ccccc1
5.3%	O=C(CCC1CCCC1)N1CC(c2noc(COc3ccccc3)n2)C1
i	N=c1c(C(=O)NC2CCCC2)cc2c(=O)n3ccccc3nc2n1CC1CCCO1 (configuration not stated)
-19.2%	CCN1C(=O)C2CC3(CCN(Cc4ccc5[nH]ccc5c4)CC3)CN2C1=O (configuration not stated)
2.5%	Cc1ccc(NC(=O)CSC2=NC(C)(C)N=C2c2ccc(C)cc2)cc1
-17.0%	O=C(CSc1nc2ccccc2o1)N(Cc1ccccc1)Cc1ccccc1
?	Cc1ccc(-c2cn3cccnc3n2)cc1NC(=O)Cc1ccccc1

Random excerpt: five entries already listed, in no set order.
KDM5B inh	molecule
-10.7%	O=C(Nc1cccc(-c2nc3ccccc3o2)c1)c1cccc2c(Cl)cccc12
-5.6%	CNC(=O)NC(=O)CCN(Cc1ccc(C#N)cc1)C(C)C
2.5%	Cc1ccc(NC(=O)CSC2=NC(C)(C)N=C2c2ccc(C)cc2)cc1
5.7%[115 µM]	Cc1ccc(-c2cccc(CN3CC4CCC(C3)N4c3ccc(C(F)(F)F)cc3)c2)c(C)c1
-1.5%	CCC(Sc1nc2nccnc2c(=O)n1Cc1ccc(C)cc1)C(=O)NC1CCCCC1 (configuration not stated)

Next part.
KDM5B inh	molecule
-18.0%	CCC(C(=O)Nc1cccc2ccccc12)n1cnc2c1c(=O)n(C)c(=O)n2C (configuration not stated)
-9.8%	O=C(NCC(c1cccs1)S(=O)(=O)c1cccs1)c1ccc(Cl)cc1 (configuration not stated)
?	COc1ccc2cnn(CC(=O)N(C)Cc3ccccc3)c(=O)c2c1OC
0.5%	COC(=O)C1=C(C)N(c2ccccc2)C(=O)CC1C(=O)Nc1ccc(C(C)=O)cc1 (configuration not stated)
-15.1%	O=C(c1ccco1)N1CCCC(n2cc(-c3nc(C4CC4)no3)nn2)C1 (configuration not stated)
29.0%	CC(=O)Nc1ccc(Br)c(Cl)c1
?	O=C(/C(=C/c1ccncc1)n1ccnc1)c1ccc(Cl)cc1Cl
?	COc1ccc(-c2cn3nc(C)c(C)nc3n2)cc1OC

The list continues.
KDM5B inh	molecule
-46.6%	Cc1ccc(C)c(N(C)C(=O)Cc2c(C(=O)O)[nH]c3ccc(Cl)cc23)c1
-9.6%	COc1ccc(CN2C(=O)[C@@H]3C[C@@H](CN3Cc3ccc4c(c3)OCO4)Oc3ccccc32)cc1
89.1µM*	COc1ccccc1-c1nc(C(=O)NCc2ccc(F)cc2)n2ccncc12
7.0%	Cc1ccccc1C(=O)NCC(O)c1ccccc1C(F)(F)F (configuration not stated)
22.0%	CCN(CC)CC12CC3CC(C)(CC(C)(C3)C1)C2
7.0%	Cc1cnc2c(S(=O)(=O)NCCC3CCCO3)cccc2c1 (configuration not stated)
?	Cc1ccc(NC(=O)CN2c3cccc4cccc(c34)S2(=O)=O)cc1S(=O)(=O)N1CCCCC1
-9.1%	CCOC(=O)c1cc(C(C)(O)CCC=C(C)C)on1 (configuration not stated)

Ordered by length of the SMILES (ascending): some entries from above
KDM5B inh	molecule
7.0%	Cc1cnc2c(S(=O)(=O)NCCC3CCCO3)cccc2c1 (configuration not stated)
-46.6%	Cc1ccc(C)c(N(C)C(=O)Cc2c(C(=O)O)[nH]c3ccc(Cl)cc23)c1
?	Cc1ccc(NC(=O)CN2c3cccc4cccc(c34)S2(=O)=O)cc1S(=O)(=O)N1CCCCC1
-9.6%	COc1ccc(CN2C(=O)[C@@H]3C[C@@H](CN3Cc3ccc4c(c3)OCO4)Oc3ccccc32)cc1

Following part.
KDM5B inh	molecule
34.0%	CN(C)CCNC(=O)C1(CCO)CC12CCOCC2 (configuration not stated)
-6.3%	Cc1nc(-c2c3n(c(=O)n(CC(=O)NCc4ccccc4)c2=O)CCCC3)no1
12.5%	CC(=O)NC12CC3CC(C1)CC(C(=O)NC1CCCc4ccccc41)(C3)C2 (configuration not stated)
-13.2%	CC(=O)C1=C(O)C(=O)N(CCN2CCOCC2)C1c1ccc2c(c1)OCO2 (configuration not stated)
-29.4%	Cc1ccc(-n2ncc3c(N4CCN(CCO)CC4)ncnc32)cc1Cl
?	c1ccc(-c2cn3c(n2)CO[C@@H](CNCc2ccc4ccccc4n2)C3)cc1
31.6µM*	Cc1[nH]cnc1CN1CCNc2cc(-c3ccccc3)ncc2C1
?	NC1(C(=O)N2CCOC(CC(c3ccccc3)c3ccccc3)C2)CC1 (configuration not stated)

Carrying on:
KDM5B inh	molecule
8.3%	Cc1oc(-c2cccc(Cl)c2)nc1CN1CCN(C(=O)N(C)C)CC1
-8.6%	COCCN1C(=O)CC[C@@]2(C(=O)N3CCOCC3)CCCC[C@H]12
11.9%	CCCCNC(=O)Oc1ccc(C(=O)N2c3ccccc3NC(=O)C2C)cc1 (configuration not stated)
-26.8%	CCn1cc(C(=O)NC(C)c2ccccc2)c(=O)c2cc(S(=O)(=O)N3CCc4ccccc4C3)ccc21 (configuration not stated)
-15.7%	O=C(NC1CCN(c2cc(-c3ccc(F)cc3)[nH]n2)CC1)c1c[nH]c2ccccc12
6.3%&16.6%	Cc1nc(-c2ccc(F)cc2)c(CC(=O)N2CCN(S(=O)(=O)c3ccc(F)cc3)CC2)s1
?	COc1ccc(OC)c(/C=N/NC(=O)CNC(=O)c2cccc3ccccc23)c1
-8.8%	COCCc1noc([C@@H]2CC(F)(F)CN2C(=O)c2cccc(C)n2)n1

Continuation.
KDM5B inh	molecule
1.0%	O=C(c1ccc(Cl)cc1)N1CCN(c2cc(-c3ccc(F)cc3)[nH]n2)CC1
?	COCCCNc1nc2c(S(=O)(=O)c3ccc(C(C)C)cc3)nnn2c2ccccc12
11.1%	O=C(O)c1ccc(Sc2ccccn2)cc1
-31.1%[86.2 µM]	O=C(NCc1ccc(F)cc1)[C@@H]1C[C@H](c2ccc(F)cc2)N([S+](=O)([O-])C2CC2)C1
?	COC1CCN(C(=O)Cc2c[nH]c3ncc(-c4cnn(C)c4)cc23)CC1
?	Cc1oc2c(c1C(=O)NC1CCN(C)CC1)CN(C)CC2
11.5%	O=C1C2C3C=CC(C3)C2C(=O)N1Nc1ccccc1 (configuration not stated)
23.9%	O=C1/C(=C/c2ccc(F)c(Br)c2)CCc2ccccc21

Structures shown so far that contain bromine (2):
KDM5B inh	molecule
29.0%	CC(=O)Nc1ccc(Br)c(Cl)c1
23.9%	O=C1/C(=C/c2ccc(F)c(Br)c2)CCc2ccccc21

Further compounds
KDM5B inh	molecule
?	COc1ccc(C(=O)Nc2ccc3c(c2)CN(Cc2ccccc2Cl)C(=O)C(C)O3)cc1OC (configuration not stated)
7.2%	COC(=O)Cn1c(=O)c2c(nc(Br)n2CC(=O)OC)n(C)c1=O
24.3%	CCN(CC1CCCN(CCc2cccc(OC)c2)C1)C(=O)CSC (configuration not stated)
-6.8%[86.2 µM]	CC(=O)N1CC2(Cc3ccccc31)CN(C(=O)Cc1ccc(F)cc1)C2
?	Oc1ccccc1CN1CCNc2cnc(OCc3cccnc3)cc2C1
-2.7%	CC(=O)NC[C@H]1CCN(Cc2cccc(Cl)c2F)C[C@H]1N(C)C
-7.8%	Cc1ccc(C(=O)NNC(=O)CSc2nnc(C(C)C)n2C)cc1
7.1%	N#CCc1ccc(NC(=O)CNc2ccccc2Br)cc1

Next section.
KDM5B inh	molecule
12.1%	O=C(O)[C@@H]1CN(Cc2ccccc2)C[C@@H]1C(=O)N1CCCCC1
-20.4%	O=c1c2c(CO)c(-c3ccc(F)cc3)nn2ccn1CCOc1ccccc1
-14.5%	COc1ccccc1CNC(=O)c1oc2ccc(S(=O)(=O)N3CCCCC3)cc2c1C
13.4%[86.2 µM]	CCC(CC)C(=O)NC[C@H]1O[C@H](Cc2cc(-c3ccc(F)cc3)on2)CC[C@@H]1O
-9.3%	O=C(CC1CC2CCC1C2)Nc1ccc(Cl)c(C(F)(F)F)c1 (configuration not stated)
-13.7%	CCc1nc(-c2nnn3c2COC(c2ccc(OC)cc2)C3)no1 (configuration not stated)
0.9%	Clc1ccccc1COc1ccc(CNCc2cccnc2)cc1
?	Clc1ccccc1C1(c2ccnc(NC3CCC3)n2)CCNCC1

(further entries)
KDM5B inh	molecule
3.5%	O=C1CSc2ccc(S(=O)(=O)Nc3ccc(F)cc3)cc2N1
0.7%	O=S(=O)(c1ccc(F)cc1)N1CCN(c2nc(-c3cccnc3)nc3ccccc23)CC1
17.2%	O=C(CCCc1nc(-c2ccccc2)no1)NCC1CCCO1 (configuration not stated)
-28.7%	CCc1nc(-c2ccc(OC3CCN(C(=O)COc4ccc(F)cc4)C3)cc2)no1 (configuration not stated)
1.3%	Cc1nc(SCC(=O)N(Cc2ccc(F)cc2)C2CCCCC2)sc1CC(N)=O
?	COCCN1CC(CO)C2(CCN(Cc3cccs3)CC2)C1 (configuration not stated)
-18.2%	Cc1ccc(Cn2c(SCC(=O)NCc3ccccc3Cl)nc3ccsc3c2=O)cc1
10.5%	O=C(Cc1cccc(Cl)c1)N1CCc2c(n(Cc3ccccc3)n(-c3ccccc3)c2=O)C1

Going on with the list:
KDM5B inh	molecule
0.0%	Cc1cc(C(=O)Nc2c(F)cc(F)cc2Br)cs1
?	Cc1cc(NC(=O)COC(=O)c2oc3ccccc3c2C)no1
-2.3%	COC(=O)[C@]12C[C@H](CC(=O)NCCC(C)C)C(=O)N(Cc3ccc4c(c3)OCO4)C1=C[C@H](C(C)C)O[C@@H]2C1CC1
-26.4%	CCCn1c(NCc2ccc(N(CC)CC)cc2)nc2ccccc21
?	COc1ccccc1OCCNC(=O)C1CC(=O)N(c2n[nH]c3cccc(F)c23)C1 (configuration not stated)
-25.1%	CN(C)c1cccc(NC(=O)C(c2ccccc2)c2ccccc2)c1
15.3%	CN(c1ccc(OC(=O)CC2OC(=O)c3ccccc32)cc1)S(=O)(=O)c1ccccc1 (configuration not stated)
-17.2%	COCCC(=O)N[C@@H]1CN(C)C[C@H]1CN(C)C

Further structures follow.
KDM5B inh	molecule
-5.3%	COc1ccc(NC(=O)c2ccc(Cn3ccn4nc5c(c4c3=O)CCCC5)cc2)cc1
11.7%	O=c1nc(N/N=C/c2c[nH]c3ccccc23)cn[nH]1
?	Cc1cn2nc(C(=O)N3CCC(NC(=O)c4cccc(F)c4)CC3)cc2c(=O)[nH]1
18.7%	COc1ccc(Nc2nc(-c3cc4cc(OC)ccc4oc3=O)cs2)cc1
-1.9%	COc1ccc(/C(C)=N/OC(=O)c2ccc(OC(C)C)cc2)cc1OC
-26.5%	Cc1cccc(-c2nc(C3CC(=O)N(c4ccc(F)c(Cl)c4)C3)no2)c1 (configuration not stated)
-20.4%	O=C1NCCCCCCN(C(=O)C2(c3ccccc3)CC2)[C@H]2CCCC[C@@H]12
17.5%	O=C(c1cc2ccccc2[nH]1)N1CCC2(CC1)CN(c1ccncn1)CC2CO (configuration not stated)

Following part.
KDM5B inh	molecule
4.8%	Cn1c(C(=O)N2CCCC(C(=O)N3CCN(c4ccccc4)CC3)C2)cc2sccc21 (configuration not stated)
-14.9%	O=C(C1CCCCC1)N1CCN(c2nnc3ccc(C(F)(F)F)cn23)CC1
-6.9%	CCOc1ccc(CN2CCCC(CCC(=O)Nc3ccccc3F)C2)cc1CO (configuration not stated)
20.4%	CCC(=O)N1N=C(c2ccco2)CC1c1ccc2nccnc2c1 (configuration not stated)
22.5%	C=CCSc1nnc(NC(=O)c2cc(=O)c3ccc(Br)cc3o2)s1
?	CCCCn1nc(NC(=O)COC)c2cc3cc(OC)ccc3nc21
-9.6%	CNC(=O)[C@@H]1CN(C(=O)COc2ccc(Cl)cc2C)C[C@H]1CO
-12.4%	COc1ccc(CCNC(=O)CCCCCn2c(=O)[nH]c3cc(OC)c(OC)cc3c2=O)cc1OC

Next results
KDM5B inh	molecule
-28.8%	COc1cccc(C(CC(=O)Nc2ccc(F)c(Cl)c2)n2cccc2)c1 (configuration not stated)
23.0%	O=C(NCc1ccc(C(F)(F)F)cc1)c1n[nH]c2c1CCCC2
?	Cn1nccc1C(=O)N1CCC(Cc2nc(C3CCOCC3)no2)CC1
-18.7%	O=C1CCCC2=C1C(c1ccc(C(=O)O)cc1)c1c([nH]n(-c3ccccc3)c1=O)N2 (configuration not stated)
-4.7%	Cc1n[nH]c(C)c1-c1ccc(CN(C)C)cc1O
13.4%	Cc1ccc2c(c1)C1CN(C)CCC1N2Sc1ccccc1[N+](=O)[O-] (configuration not stated)
20.8%	Cc1ccc(-c2nn(C)c(=O)c3ccccc23)cc1CN1CCCCC1
9.5%	CCOc1ccc(Nc2nc(-c3c[nH]c(C(=O)N4CCCC4)c3)cs2)cc1

Only part of the results is shown, so the mix of outcomes need not match the whole.
